Screening results deposited in PubChem by Sanford-Burnham Center for Chemical Genomics.
Apaf1 inhib: blocks human Apaf-1 apoptosome activity. O14727. reconstituted apoptosome caspase-3 activity, DEVD-Rh110 fluorescence. inhibition, % at 20 µM. 330,000 compounds, 0.71% hits; active = inhibition of at least 40% at 20 µM;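 note: plate controls were DMSO wells for no effect and DEVD-CHO caspase inhibitor wells for full effect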
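Assay system – apoptosome proteins · Medium – Hepes buffer, pH 7.5 · Also added – cytochrome c with DEVD-Rh110 · Timing – 30 min compound preincubation, 50 min activation, room temperature · Detection – Rh110 fluorescence, excitation 480 nm, emission 540 nm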
NLRP3 yeast inh: NALP3 inhibition in yeast | inhibition, % at 10 µM | Yeast reconstituted NLRP3/ASC/caspase-1, beta-gal luminescence, 24 h | 330,000 compounds, 0.39% hits;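 active = inhibition of 50% or more; inactive = inhibition below 50%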;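 note: plate controls were induced DMSO wells for no effect and uninduced yeast grown without galactose for full effect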
TIM10 inh: TIM10 yeast growth inhibition; inhibition, % at 10 µM; 330,000 compounds, 1.4% hits; S. cerevisiae TIM10 strain growth, BacTiter-Glo luminescence, 24 h;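 active = inhibition of 40% or more at the single tested concentration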;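 note: wild-type TIM10 isogenic control strain grown at permissive 25 °C; 0% = DMSO yeast wells and 100% = minimal medium wells without yeast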
mIAP act: increases mouse intestinal alkaline phosphatase activity | activation factor at 10 µM | AID 2805 | 330,000 compounds, 0.24% hits | muIAP, CDP-Star luminescence, 30 min; active compounds read high; 1 = vehicle-only enzyme signal, 0 = enzyme-free wells;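 active = activation factor of at least 2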; note: the source names both 10 and 20 µM as test concentration; values of inactives mirror those of a sister screen read the other way
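Assay system: mouse IAP enzyme / Compound: DMSO-dissolved test compounds / Timing: 30 min, room temperature / Measured by: luminescence from enzymatic CDP-Star hydrolysis / Control set: DMSO-only wells, enzyme-free buffer wells as negative control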
tim10-1 inh: growth inhibitors of tim10-1 mutant yeast | S. cerevisiae tim10-1 ts strain growth, BacTiter-Glo, 24 h | inhibition, % at 20 µM | 330,000 compounds, 2.2% hits | AID 463190;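 active = inhibition of at least 40%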;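 note: mutant grown at 25 °C; 0% = DMSO wells with yeast and 100% = wells holding no yeast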
mIAP block: blocks mouse intestinal alkaline phosphatase. inhibition, % at 10 µM. purified mouse IAP, CDP-Star luminescence, 30 min. AID 2806. 330,000 compounds, 0.2% hits;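 active = inhibition of at least 40% at 10 µM in the primary screen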;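 note: plate controls were DMSO with enzyme for no effect and no enzyme wells for full effect; values of inactives mirror those of a sister screen read the other way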
hIAP inh: human IAP inhibition | P09923 | purified IAP, CDP-Star luminescence, 30 min | inhibition, % at 10 µM | 330,000 compounds, 0.12% hits | AID 2544;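 active = inhibition reaching a set limit with compound at 10 µM in the primary screen, cut at about 35% in these data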;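 note: plate controls were DMSO wells with enzyme for no effect and no-enzyme buffer wells for full effect; values of inactives mirror those of a sister screen read the other way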
Target sequence (P09923 whole entry, looked up): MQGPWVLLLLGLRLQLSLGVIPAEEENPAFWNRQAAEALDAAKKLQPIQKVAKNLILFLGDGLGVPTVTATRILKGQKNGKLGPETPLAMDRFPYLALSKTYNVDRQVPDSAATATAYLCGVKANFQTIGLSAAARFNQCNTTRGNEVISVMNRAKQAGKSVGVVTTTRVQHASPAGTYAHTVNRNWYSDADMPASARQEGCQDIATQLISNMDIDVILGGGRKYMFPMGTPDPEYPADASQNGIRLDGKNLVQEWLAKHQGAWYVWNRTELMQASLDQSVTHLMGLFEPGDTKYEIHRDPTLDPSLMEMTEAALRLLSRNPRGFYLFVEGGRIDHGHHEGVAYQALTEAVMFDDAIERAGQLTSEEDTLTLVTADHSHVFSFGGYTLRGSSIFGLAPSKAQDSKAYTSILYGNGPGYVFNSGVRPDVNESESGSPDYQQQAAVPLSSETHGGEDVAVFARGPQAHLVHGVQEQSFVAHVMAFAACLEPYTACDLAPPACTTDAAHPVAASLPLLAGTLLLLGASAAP
hIAP act: human IAP activation | P09923 | purified human IAP, CDP-Star luminescence, 30 min; active compounds read high; 1 = vehicle-only enzyme, 0 = enzyme-free background | activation factor at 10 µM | 330,000 compounds, 0.16% hits;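 active = activation factor of the enzyme at least 2-fold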; note: the source names both 10 and 20 µM as test concentration; values of inactives mirror those of a sister screen read the other way
ATG4B inhibitor: inhibitors of human ATG4B cysteine protease | Q9Y4P1 | AID 504462 | inhibition, % at 8.33 µM | 340,000 compounds, 0.51% hits | ATG4B cleavage of LC3-PLA2, NBD-HPC fluorescence, 1 h; in the data active = inhibition above about 40%
Target sequence (Q9Y4P1 whole entry, looked up): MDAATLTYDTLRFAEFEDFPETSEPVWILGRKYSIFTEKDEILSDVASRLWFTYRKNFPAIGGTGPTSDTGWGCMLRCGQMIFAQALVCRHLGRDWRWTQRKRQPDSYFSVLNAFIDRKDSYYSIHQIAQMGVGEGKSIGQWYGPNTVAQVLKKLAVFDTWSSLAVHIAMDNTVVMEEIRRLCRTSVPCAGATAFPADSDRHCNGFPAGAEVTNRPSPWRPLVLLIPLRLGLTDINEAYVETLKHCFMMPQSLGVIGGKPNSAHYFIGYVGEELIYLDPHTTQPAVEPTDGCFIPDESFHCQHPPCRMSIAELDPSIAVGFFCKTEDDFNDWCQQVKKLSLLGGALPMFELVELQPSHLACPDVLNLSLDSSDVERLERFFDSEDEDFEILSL
An asterisk follows results filed as active; nt = not tested or not shown. Random draw from the library. Share with any hit: about 4.5%.

Sample of the layout, three compounds:
Screens in order – Apaf1 inhib	NLRP3 yeast inh	TIM10 inh	mIAP act	tim10-1 inh	mIAP block	hIAP inh	hIAP act	ATG4B inhibitor
CN(CCOc1ccc(Cl)c(Cl)c1)Cc1ccccc1
 : 12	6	-7	1	-5	-5	-8	1.1	6
CCOC(=O)C1=C(Nc2ccccc2)OCC1=O
 : 6	15	-8	1.2	8	-16	-10	1.1	4
CCc1ccc(/C=N/N2CCN(c3ccccn3)CC2)cc1
 : -8	5	12	0.95	7	5	-2	1	7

The whole of this part, previewed entries included:
Screens in order – Apaf1 inhib	NLRP3 yeast inh	TIM10 inh	mIAP act	tim10-1 inh	mIAP block	hIAP inh	hIAP act	ATG4B inhibitor
CN(CCOc1ccc(Cl)c(Cl)c1)Cc1ccccc1
 : 12	6	-7	1	-5	-5	-8	1.1	6
CCOC(=O)C1=C(Nc2ccccc2)OCC1=O
 : 6	15	-8	1.2	8	-16	-10	1.1	4
CCc1ccc(/C=N/N2CCN(c3ccccn3)CC2)cc1
 : -8	5	12	0.95	7	5	-2	1	7
O=C(NCc1cccs1)c1cnc(Cl)c(Cl)c1
 : 0	-9	-5	1.2	8	-16	-8	1.1	-7
CN(Cc1ccccc1O)CC1CCCN(CCc2ccc(Cl)cc2)C1 (stereo not given)
 : 11	49	-112	1	-38	0	8	0.92	0
CN1CCN(C(=O)c2ccccc2NC(=O)c2cccs2)CC1
 : 0	-4	1	1.1	-12	-9	-10	1.1	-11
NC(N)=Nc1cc2ccccc2c2ccccc12
 : 77*	34	21	0.96	20	4	-14	1.1	nt
CCOC(=O)C1=C(N)Oc2cc(C)oc(=O)c2C1c1cccnc1 (stereo not given)
 : -1	11	1	1	-2	-4	-31	1.3	6
CC(C)[C@H](Nc1ccc(C(F)(F)F)cc1[N+](=O)[O-])C(=O)O
 : -1	18	10	0.9	-12	10	11	0.89	-9
O=C(Cc1ccc(-c2ccccc2)cc1)Nc1ncccc1O
 : 9	16	14	0.97	16	3	-2	1	10
CC(C)C(C(=O)NCC1CCCO1)N(C(=O)CNS(=O)(=O)c1ccc(F)cc1)C1CCCCC1 (stereo not given)
 : 6	10	-8	1.1	-2	-6	-15	1.1	7
Cc1cc(Cl)ccc1OCC(=O)OCC(=O)NC1CCCC1
 : 6	10	1	1.1	-3	-12	-21	1.2	-11
COc1ccc(-n2nc([N+](=O)[O-])c(=NCc3cccnc3)n2O)cc1
 : -5	21	12	1	12	-2	1	0.99	5
CN(Cc1ccccc1)C(=O)c1nc[nH]c1C(=O)N(C)Cc1ccccc1
 : -5	8	-6	0.91	-9	9	0	0.99	-4
COc1ccc(-c2noc(CNC(=O)c3ccc4c(c3)OCO4)n2)cc1OC
 : -7	12	-3	0.99	-9	0	10	0.9	2
CC(=O)N1c2ccc(S(=O)(=O)N3CCCCC3)cc2CC1C(=O)Nc1ccccc1C(F)(F)F (stereo not given)
 : 2	15	2	1	0	0	-8	1.1	2
O=C1COc2ccc(C(=O)c3ccccc3C(=O)NCc3ccccc3)cc2N1
 : -4	-4	0	0.9	6	10	-4	1	-5
COc1ccc2cc3cc(C(=O)Nc4cc(OC)c(OC)c(OC)c4)oc3nc2c1
 : -15	8	10	0.91	20	10	9	0.91	-20
NC(=O)[C@@H]1CCOc2c(I)cc([N+](=O)[O-])cc2C(=O)N[C@@H](CO)C(=O)NCC(=O)N1
 : 15	14	-6	0.94	-6	6	-5	1.1	6
CCn1c(SCC(=O)Nc2nnc(C)s2)nnc1-c1ccco1
 : -7	1	-11	1.1	0	-10	-20	1.2	5
COC(=O)CSc1ccc(C#N)c(SCC(=O)OC)c1
 : 9	-8	-13	1	8	0	-9	1.1	-3
Cc1ccc(C)c(Oc2coc3cc(OC(=O)c4cccs4)ccc3c2=O)c1
 : 25	21	40*	0.85	31	15	16	0.84	9
CCn1cc(C(=O)O)c(=O)c2cc(F)c(N3CCN(C(=S)NC(=O)c4c(OC)cccc4OC)CC3)cc21
 : 11	8	9	0.91	-4	9	10	0.9	2
Cc1ccc2[nH]c(C)c(CCNC(=O)C3CCCCC3C(=O)OCC(F)(F)F)c2c1 (stereo not given)
 : 6	13	19	0.94	21	6	2	0.98	-2
O=C(CSc1nncc2ccccc12)Nc1ccccc1
 : -3	30	1	0.99	9	1	15	0.85	3
N/C(Cn1nnc(-c2ccccc2)n1)=N\O
 : -11	-15	-35	0.97	-3	3	13	0.87	-6
COc1cccc(CNC(=O)COC(=O)/C(C#N)=C/c2ccc(N(C)C)cc2)c1
 : -15	2	6	0.96	10	4	18	0.82	-4
CC(OC(=O)[C@@H]1CCCN1C(=O)c1cccs1)C(=O)Nc1cccc([N+](=O)[O-])c1 (stereo not given in full)
 : 5	17	4	0.94	9	6	8	0.92	1
O=C(NC1CC1)C1=C[C@@H](c2c[nH]c3ccccc23)C[C@@H](OCCCCO)O1
 : 11	20	0	1	-22	-4	2	0.97	-5
COc1ccccc1CNC(=O)C1CCC(CNc2c(N3CCC(C)CC3)c(=O)c2=O)CC1 (stereo not given)
 : -5	3	13	1.2	9	-17	-15	1.1	-2
O=C(CS(=O)c1ccccc1[N+](=O)[O-])Oc1ccc(Br)cc1 (stereo not given)
 : -5	11	51*	0.97	81*	3	-4	1	0
Cc1ccc(N2C(=S)NC3c4ccccc4OC2(C)C3C(=O)N(C)C)cc1 (stereo not given)
 : 3	14	2	0.96	21	4	-17	1.2	-6
Nc1nonc1-c1nc2ccccc2n1CC(=O)NC1CCCC1
 : 14	8	-3	0.98	13	2	2	0.98	-4
CCC(=O)c1ccc(OCC(=O)OCC(=O)N2CCN(c3ccc(OC)cc3)CC2)cc1
 : 10	10	8	1	10	-3	-8	1.1	6
Cc1[nH]c2nc3ccccc3n2c(=O)c1CCC(C)C
 : -9	9	3	0.88	6	12	-14	1.1	2
CCOC(=O)CCCCC(=O)c1[nH]c(=O)[nH]c1Cn1cnc2ccccc21
 : -17	14	3	0.94	2	6	5	0.95	5
COC(=O)c1cc(C(=O)Nc2nnc(CC(C)(C)C)s2)cc([N+](=O)[O-])c1
 : 9	-7	2	1	16	0	7	0.93	-5
CN(C(=O)CN1CCN(c2ccccc2F)CC1)C1CCCc2ccccc21 (stereo not given)
 : 12	5	17	1	7	-2	-9	1.1	8
CC(=O)Nc1ccc(S(=O)(=O)N2CCc3ccccc3C2CC(=O)O)cc1 (stereo not given)
 : -10	12	-1	0.98	-4	2	8	0.92	-7
O=C(c1sc2cc([N+](=O)[O-])ccc2c1Cl)N1CCOCC1
 : -10	23	6	0.96	6	4	-7	1.1	-6
COc1cc(Cl)c(S(=O)(=O)n2cnc(C)c2)cc1Cl
 : -17	21	4	1.1	-1	-11	-11	1.1	4
Cc1ccccc1N1CC(C(=O)Nc2ccc(S(=O)(=O)N3CCOCC3)cc2)CC1=O (stereo not given)
 : 3	-11	6	1	-11	0	1	0.99	-11
CC(C)C[C@H](NC(=O)c1nc[nH]c1C(=O)NCCCCCN)C(=O)OCc1ccccc1
 : 18	20	-3	0.87	7	13	-17	1.2	3
COc1ccccc1/C=C1/C(=O)N(c2ccc([N+](=O)[O-])cc2)N=C1C
 : 39	-49	25	0.87	21	13	10	0.9	2
Cc1sc2nc(SCC(=O)N3CCCCC3)[nH]c(=O)c2c1C
 : -2	-5	19	1.1	27	-6	-4	1	-11
O=C(COc1ccc(F)cc1)N1CCCCCCC1
 : -12	12	-7	0.97	9	3	0	1	2
CC(C)C1C(=O)NC(=S)N1S(=O)(=O)c1ccc(C(C)(C)C)cc1 (stereo not given)
 : 5	4	8	0.87	22	13	9	0.91	2
O=S(=O)(NC(=NC1CCCC1)C(F)(F)F)c1ccccc1
 : 14	-1	-3	1.1	19	-14	-7	1.1	6
C=CCOC(=O)c1c(C)nc2cc3c(cc2c1C)OCO3
 : 8	15	2	1	17	-2	-3	1	2
CSc1ccc(NC(=O)N2CCC(C(=O)c3ccc(F)cc3)CC2)cc1
 : 8	17	-1	1.1	22	-7	11	0.89	-1
Nc1nc2nccc(-c3ccc(Cl)cc3)n2n1
 : -12	34	25	0.97	-6	3	14	0.86	1
CC(=O)N/C(=C\c1ccccc1)C(=O)NC(C)C(=O)O (stereo not given)
 : 0	9	-28	1.1	10	-7	-8	1.1	-4
Cc1cc(C)c2ccc3c(C)c(C)nc3c2[nH]1
 : 7	19	29	1	35	0	-5	1	-1
O=C(c1cc2cc(Cl)ccc2[nH]1)N1CCc2ccccc2C1
 : 20	7	26	0.88	31	12	21	0.79	1
O=S1(=O)N(Cc2ccccc2F)CCCN1Cc1c(F)cccc1Cl
 : 21	33	5	1	34	-4	-14	1.1	68*
Nc1ccc(Oc2cccc(Oc3ccc(N)cc3)c2)cc1
 : -2	12	20	0.99	9	1	-4	1	-9
Cc1c(C(=O)O)[nH]c2c1C(=O)CC(c1ccccc1)C2 (stereo not given)
 : -19	12	-1	1.2	1	-16	2	0.98	1
CCOC(=O)C1(Cc2ccccc2)CCN(Cc2cn[nH]c2-c2ccccc2)CC1
 : -6	-15	10	0.93	14	7	-24	1.2	-7
N#Cc1ccsc1NC(=O)CCc1ccccc1
 : -5	-10	-10	0.88	22	12	10	0.9	-4
COc1ccc(-c2nnc(CSc3nnc(-c4ccncc4)n3C3CCCCC3)o2)cc1OC
 : 5	-8	5	1	15	-2	15	0.85	-4

Next structures follow:
Screens in order – Apaf1 inhib	NLRP3 yeast inh	TIM10 inh	mIAP act	tim10-1 inh	mIAP block	hIAP inh	hIAP act	ATG4B inhibitor
O=[N+]([O-])c1cccc2c1ccc1ncccc12
 : 1	2	3	1	-7	0	5	0.95	-7
Cc1nn2c(SCC(=O)c3cccs3)cc(C(C)(C)C)nc2c1-c1ccccc1
 : 8	10	12	0.91	21	9	4	0.96	-5
Cc1cc(/C=N/NC(=O)c2cccc([N+](=O)[O-])c2)c(C)n1-c1ccccc1
 : 14	1	1	0.89	36	11	-21	1.2	6
CCOc1cc(N2CCOCC2)c(OCC)cc1NC(=O)COC(=O)c1cc2ccccc2cc1O
 : 16	17	8	0.99	8	1	-12	1.1	-2
Cc1ccc(C2=NS(=O)(=O)N(C)C(C(=O)NCc3ccccn3)=C2)cc1
 : 4	14	-9	0.9	2	10	17	0.83	-6
CCN1C(=O)[C@H]2[C@H]3CN=C(SCc4ccc(C(=O)OC)cc4)N3[C@@](CC)(C(=O)OC)[C@H]2C1=O
 : 12	nt	0	1.1	15	-9	nt	nt	-1
O=C(CCCNC(=O)/C(=C\c1ccccc1F)NC(=O)c1ccccc1)OCc1ccccc1
 : 4	9	1	0.9	-5	10	-3	1	5
CCC(C)NCC(=O)Nc1sc2c(c1C(N)=O)CCC2 (stereo not given)
 : 0	-7	-9	0.89	-13	11	-29	1.3	-11
COc1ccc(CCNC(=O)C2CC(=O)N(c3ccc(C(C)(C)C)cc3)C2)cc1OC (stereo not given)
 : 5	30	12	1.1	3	-6	-20	1.2	-4
CC(=O)Nc1ccc(S(=O)(=O)NNC(=S)NCC2CCCO2)cc1 (stereo not given)
 : 10	11	-6	0.97	-11	3	5	0.95	2
O=C(CNS(=O)(=O)c1ccccc1)OCC(=O)c1ccc(F)cc1
 : 3	-13	-2	0.97	16	3	-6	1.1	-11
Oc1ccc(-c2nccc(-c3cccs3)n2)cc1
 : 12	15	20	1.1	8	-6	7	0.93	-11
Brc1csc2ncccc12
 : -2	17	10	1	-2	-4	6	0.94	-11
